High-throughput results deposited in PubChem by several laboratories.
NOD1 inhibition: NOD1 signaling inhibitors, primary screen, cell-based, luminescence, uHTS (AID 1578); NOD1-driven NF-kB luciferase reporter cells, luminescence; higher % means a stronger effect; actives 1% (n = 290,000); inhibition, % at 4 µM; hits with a dose series show EC50 in µM; in the data active = inhibition mostly above about 36%, no sharp cut-off; inactive = mostly below about 34%;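 note: HEK-293T reporter cells stimulated with the NOD1 agonist gamma-tri-DAP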
TNAP activation fold: human TNAP enzyme activators, primary screen, biochemical, luminescent, no phosphate acceptor, uHTS (AID 1001); one-dose activation fold at 20 µM; EC50 in µM for titrated hits; purified TNAP, luminescent activation assay, no phosphate acceptor; higher activation fold means a stronger effect; actives 0.03% (n = 200,000); in the data active = activation fold from about 3, or a potency from the dose series; inactive = the rest, 99 in 100 with activation fold below about 1.6; note: many of its hits are not listed in these tables
GPR55 activation: selective activators of receptor GPR55 – imaging, U2OS cells, beta-arrestin-GFP redistribution, primary screen (AID 1961); actives 0.048% (n = 290,000); activation, % at 10 µM, or EC50 in µM where a hit was titrated; U2OS GPR55 beta-arrestin-GFP redistribution imaging; higher % means a stronger effect;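 active = activation above 40% with more than 50 cells counted in the well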;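 note: U2OS osteosarcoma cells stably expressing GPR55 and beta-arrestin-GFP; plate controls were DMSO negative control for no effect and LPI positive control for full effect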
CSM14.1 death rescue: rescue of cells from ER stress-induced death, primary screen, 384-well, CSM14.1, thapsigargin, ATP luminescence (AID 1222). 190,000 tested, under 10 active. CSM14.1 thapsigargin-induced death rescue, ATP luminescence; higher % means a stronger effect. one-dose cellular ATP content (survival), % at 20 µM; EC50 in µM for titrated hits;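 active = EC50 below 50 µM in the dose-response confirmation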;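 note: death triggered by thapsigargin at about 15 µM added after 2 h compound pretreatment; cell ATP read after overnight thapsigargin exposure of roughly 18 to 22 hours; normalized against plate controls of thapsigargin alone and 5% DMSO vehicle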
Yfh1-off respiration: enhancers of respiration in Yfh1-depleted yeast, dose response, Friedreich's ataxia, plus single-dose screen (AID 1465). fold induction at 50 µM, or EC50 in µM where a hit was titrated. actives 0.074% (n = 220,000). S. cerevisiae Yfh1-off respiration, WST-1 reduction, 72 h; higher fold induction means a stronger effect;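 active = fold induction of absorbance versus untreated yeast above a set limit, then at least 30% activation at any dose in follow-up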;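 note: activators that raise dye reduction in frataxin-depleted yeast; strong numbers were not always called active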
NOD2 inhibition: inhibition of NOD2-driven NF-kB reporter – cell-based, luminescence, uHTS, HEK293 (AID 1566); HEK293 NOD2/NF-kB luciferase reporter, luminescence; higher % means a stronger effect; inhibition, % at 4 µM, or EC50 in µM where a hit was titrated; actives 0.63% (n = 290,000); note: many of its hits are not listed in these tables
KOR beta-arrestin-1: KOR agonists, beta-arrestin recruitment, primary screen, cell-based, luminescence, uHTS (AID 1777); activation, % at 10 µM, or EC50 in µM where a hit was titrated; actives 0.02% (n = 280,000); KOR beta-arrestin recruitment, luminescence; higher % means a stronger effect; in the data active = activation above about 50%, passing the limit was not always enough; note: a part of the inactive calls stands beside numbers as strong as those of hits
NTR1 agonist: agonists of NTR1, primary screen, imaging, U2OS cells, beta-arrestin-GFP, high content (AID 493036) | P30989 | actives 0.17% (n = 330,000) | NTR1-U2OS beta-arrestin-GFP spot imaging, agonist mode | activation, % at 20 µM;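 active = activation at or above 40% of the spot to cytoplasm intensity ratio, with at least 20 cells analyzed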;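 note: 0% = DMSO without peptide and 100% = 100 nM NTR1 peptide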
Target sequence (P30989 whole entry, looked up): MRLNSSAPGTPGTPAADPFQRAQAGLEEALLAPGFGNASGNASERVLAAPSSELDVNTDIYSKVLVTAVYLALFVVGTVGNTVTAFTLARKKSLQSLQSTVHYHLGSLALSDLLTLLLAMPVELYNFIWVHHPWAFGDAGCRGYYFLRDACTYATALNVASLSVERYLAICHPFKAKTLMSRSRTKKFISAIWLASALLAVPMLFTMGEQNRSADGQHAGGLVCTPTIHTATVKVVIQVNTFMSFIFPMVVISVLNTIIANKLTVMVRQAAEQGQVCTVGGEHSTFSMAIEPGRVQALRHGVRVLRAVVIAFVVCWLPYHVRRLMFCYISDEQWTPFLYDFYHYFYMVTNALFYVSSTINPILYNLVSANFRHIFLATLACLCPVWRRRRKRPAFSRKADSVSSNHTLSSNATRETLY
KOR beta-arrestin-2: kappa opioid receptor blockers – cell-based, luminescence, uHTS (AID 1778). inhibition, % at 10 µM, or IC50 in µM where a hit was titrated. KOR beta-arrestin recruitment, luminescence, antagonist mode; higher % means a stronger effect. actives 0.091% (n = 290,000); note: strong numbers were not always called active
NTR1 agonist cell count 20 µM: second read-out of NTR1 agonist, no call of its own (marks repeat the call); cell count; measured here: cell count, cytotoxicity flag
The depositor's hits bear a star; i = inactive; / = no result given; [ ] = another dose, or the depositor's remark. Cut-off read from the data, not from the text of the source, unless noted: active = inhibition above about 50%; inactive = the rest.

SMILES	NOD1 inhibition	TNAP activation fold	GPR55 activation	CSM14.1 death rescue	Yfh1-off respiration	NOD2 inhibition	KOR beta-arrestin-1	NTR1 agonist	NTR1 agonist cell count 20 µM	KOR beta-arrestin-2
COc1ccccc1NC(=O)N1CCN(Cc2ccc3c(c2)OCO3)CC1	-9%	/	-0.1%	/	i	6%	6.1%	0.2	61	15%
Cc1cccc(NC(=O)CS(=O)(=O)c2c[nH]c3ccccc23)c1C	-21%	1	-0.2%	-1.8%	i	2%	5.1%	-0.6	87	-10%
CC1CN(CCCCOc2ccc(C(C)C)cc2)CC(C)O1 (configuration not stated)	-4%	1.1	0.3%	1.8%	i	-1%	-3.9%	-1.9	91	4%
CCn1c(=O)c(CCC(=O)N2CCOCC2)c(C)c2c(C)nn(-c3ccccc3)c21	-10%	/	-0.1%	/	/	29%	-5.1%	1.0	62	2%
C=C(C)C(=O)OCC(=O)NCc1ccccc1	-32%	1.1	-0.2%	-1.0%	i	14%	-3.6%	-0.1	80	-10%
COc1ccccc1CNC(=O)CN(C)S(=O)(=O)c1ccc2c(c1)n(C)c(=O)c(=O)n2C	-20%	/	-0.2%	/	/	6%	-1.4%	-1.0	66	24%
S=C(NCCCN1CCOCC1)N1CCN(c2nc(-c3ccc(Cl)cc3)cs2)CC1	3%	1.1	0.8%	-1.7%	i	35%	/	8.5	91	-66%[20 µM]
O=C(NCc1ccccn1)Nc1ccc(F)cc1	-5%	1.1	0.1%	/	i	0%	/	-0.6	48	0%
COc1ccc(/C=C2\Oc3cc(OCC(=O)N4CCC(C(=O)O)CC4)ccc3C2=O)c(OC)c1OC	2%	/	-0.2%	/	/	15%	-0.3%	4.6	94	7%[20 µM]
Cc1ccc(CNC(=O)c2nn(C)c(C)c2[N+](=O)[O-])cc1	-1%	1.1	-0.2%	-0.2%	i	1%	-1.0%	3.0	40	1%
NC(=NCc1ccccc1)c1cccc([N+](=O)[O-])c1	-14%	/	0.4%	/	/	1%	-2.0%	0.0	62	2%
O=C(N=c1ccn(-c2nc3ccccc3nc2NS(=O)(=O)c2ccc(Cl)cc2)cc1)c1ccccc1Cl	-7%	/	-0.1%	/	i	4%	2.2%	1.5	52	44%
CCOC(=O)c1csc(NNC=O)n1	-6%	1.1	-0.3%	-1.3%	i	9%	1.8%	-0.2	50	17%
O=C(Nc1c2c(nn1-c1ccccc1)CS(=O)(=O)C2)c1ccccc1C(F)(F)F	-3%	/	-0.2%	/	/	8%	4.6%	0.2	58	-16%
CCOC(=O)C1(Cc2ccccc2)CCCN(C(=O)C=C(C)C)C1 (configuration not stated)	-35%	/	0.7%	/	/	-41%	-3.4%	0.9	67	10%
O=C(OCc1ccc([N+](=O)[O-])cc1)C1CC(=O)N(c2ccccc2)C1 (configuration not stated)	-19%	1	-0.1%	2.6%	i	11%	-0.4%	0.9	46	18%
CC(=O)N1CCN(c2ccc([N+](=O)[O-])c(NCC3CCCO3)c2)CC1 (configuration not stated)	0%	0.9	0.0%	-0.5%	i	8%	7.2%	0.6	49	12%
Cn1c(=O)c2c(ncn2CC(=O)NCc2cccnc2)n(C)c1=O	8%	1.2	-0.1%	-0.3%	i	9%	/	0.4	54	/
CC(C)C(=O)Nc1c2c(nn1-c1ccc(F)cc1)CSC2	-8%	/	-0.2%	/	/	17%	-1.3%	-0.9	47	-18%
S=C(Nc1ccccc1Cl)N1CCCCC1	-31%	1.1	-0.1%	-2.3%	i	12%	1.5%	1.5	48	-26%
Cc1cc(CN(C)C)c(O)c(C2(C)CCCCC2)c1	2%	1.1	-0.1%	1.2%	i	-3%	-5.8%	2.5	28	-6%
S=C(Nc1ccc(Cl)cc1Cl)N1CCCCC1	-29%	1.1	-0.1%	-2.9%	i	-30%	-2.1%	-0.4	47	20%
O=[N+]([O-])c1ccc(Cl)c2c1C1C=CCC1C(c1ccccn1)N2 (configuration not stated)	-12%	1	-0.1%	0.4%	i	22%	/	3.2	85	-53%[20 µM]
COc1cc2c(cc1OC)CN(C(=O)CCOc1ccccc1)CC2	-26%	/	-0.1%	/	/	4%	-0.1%	-0.4	35	-4%
C=CCNC(=S)Nc1cccc(N)c1	-15%	1.1	-0.1%	-0.2%	i	-4%	0.5%	-0.3	34	-27%[20 µM]
OC1CCCN(CC(O)c2ccccc2)C1 (configuration not stated)	-32%	1.1	0.5%	-2.3%	i	4%	0.2%	-0.3	55	17%
Cc1oc2c(C)c3oc(=O)c(CCC(=O)NCCN4CCOCC4)c(C)c3cc2c1C	-7%	/	0.5%	/	/	16%	-6.4%	6.3	102	-72%[20 µM]
Cc1cccc(NC(=O)/C(C#N)=C\c2cn(CC(=O)O)c3ccccc23)c1	-6%	1	-0.1%	-0.8%	i	0%	-2.4%	1.5	32	-62%[20 µM]
CN(C)C(=O)Cn1cnc2c(cnn2-c2ccccc2Cl)c1=O	-6%	1	0.6%	1.2%	i	23%	-9.5%	0.4	69	-3%
C#Cc1ccc([C@@H]2C=C(C(=O)Nc3ccccc3)O[C@H](OCC)[C@H]2CCCO)cc1	-23%	1.1	0.1%	2.2%	/	11%	0.7%	1.4	91	-16%
O=C(NC(=S)Nc1ccc(Cl)cn1)C12CC3CC(CC(C3)C1)C2	-51%	0.8	-0.3%	-0.5%	i	-25%	9.1%	6.2	93	-31%
COc1cc(CN(C)CCc2ccccc2)ccc1OCc1ccccc1	/	1.1	-0.2%	-0.6%	i	5%	4.5%	1.5	72	-23%
O=C(CSc1nc2ccccc2c(=O)[nH]1)N1CCCCC1	-25%	1.1	-0.1%	0.4%	i	6%	-4.6%	-1.2	83	-10%
CCOC(=O)Cc1nc(-c2cccc(C(F)(F)F)c2)no1	-21%	1.1	-0.2%	/	i	10%	-2.3%	2.0	35	-5%
CC1CCN(c2ccc(C=O)o2)CC1	-24%	1.1	-0.1%	0.6%	i	-1%	-9.0%	0.2	49	7%[20 µM]
CCOC(=O)N1CCN(C(=O)c2cc3n(n2)C(C(F)(F)F)CC(c2ccc4c(c2)OCO4)N3)CC1 (configuration not stated)	-22%	/	-0.1%	/	/	13%	-1.5%	-0.4	72	-15%
Cn1ncc(Cl)c1C(=O)Nc1cccc(Cl)c1	17%	1.1	-0.3%	2.4%	i	12%	-0.8%	-0.6	91	-25%
CN1CCN(c2ccc(NC(=S)NC(=O)c3cccc4c(Cl)cccc34)cc2)CC1	-14%	/	-0.1%	/	/	9%	0.6%	3.1	66	-90%
CN(C(=O)Cc1c(C(=O)O)n(C)c2ccccc12)c1ccc(Cl)cc1	9%	/	-0.1%	/	/	16%	1.5%	0.3	55	-5%
Cc1ccc(NC(=O)C2CCN(S(=O)(=O)c3cccc4cccnc34)CC2)nc1	-3%	1.1	-0.2%	-0.6%	i	-1%	-0.8%	-1.2	70	23%

Single entries from the entries so far.
GPR55 activation, O=C(NC(=S)Nc1ccc(Cl)cn1)C12CC3CC(CC(C3)C1)C2 is entered as -0.3%
NTR1 agonist, COc1cc(CN(C)CCc2ccccc2)ccc1OCc1ccccc1 is entered as 1.5

The results go on.
SMILES	NOD1 inhibition	TNAP activation fold	GPR55 activation	CSM14.1 death rescue	Yfh1-off respiration	NOD2 inhibition	KOR beta-arrestin-1	NTR1 agonist	NTR1 agonist cell count 20 µM	KOR beta-arrestin-2
COc1cccc(OC)c1C(=O)N1CCN(Cc2ccccc2C(F)(F)F)CC1	12%	1.1	-0.1%	-0.1%	i	5%	-5.1%	0.1	63	7%
COC(=O)C1=CN(C)C=C(C(=O)OC)C1c1ccc(Cl)cc1Cl	-21%	1.3	-0.2%	-0.5%	i	-9%	-8.6%	-3.6	14	35%
COc1ccc(OC)c(CC(NC(C)=O)C(=O)NC2CCN(c3cc(C)nc4ncnn34)CC2)c1 (configuration not stated)	-23%	1.1	-0.1%	-0.7%	i	12%	-1.3%	2.8	46	8%
NC(=O)c1ncc(C(F)(F)F)cc1Cl	3%	1.1	-0.3%	-0.2%	i	12%	-2.3%	1.2	74	6%
Cc1nnc(SCC(=O)N2CCC(C(N)=O)CC2)s1	-29%	1.1	-0.3%	-0.6%	i	5%	-0.4%	-0.6	53	-13%
CC1=CC(=C2C(=O)c3ccccc3C2=O)C=C(C)N1Cc1ccco1	-2%	1.1	0.0%	-1.3%	/	-125%	-1.0%	5.0	70	-10%
CCCC(=O)NC(=S)c1c(C)n(C)n(-c2ccccc2)c1=O	-51%	1	-0.7%	-2.0%	i	5%	-4.7%	1.8	61	9%
O=C(O)CCCn1cc(NC(=O)c2ccco2)cn1	-22%	0.9	-0.1%	-0.1%	i	13%	-4.1%	0.5	61	11%
COc1ccc2cc(C3CC(c4cccs4)=NN3S(C)(=O)=O)c(Cl)nc2c1 (configuration not stated)	-21%	1.1	0.2%	-1.6%	i	8%	2.3%	2.3	55	-13%
OCCNCCSc1nc(C2CCCCC2)n(-c2ccccc2Cl)n1	-5%	/	0.6%	/	i	15%	3.0%	-0.4	58	4%
CCS(=O)(=O)Nc1cccc(-c2nc3cccnc3s2)c1	-8%	/	-0.1%	/	i	-32%	1.5%	0.0	68	4%
Cn1c(=O)c2c(nc(Br)n2CC(=O)c2cccs2)n(C)c1=O	17%	1.1	-0.1%	-0.8%	i	2%	1.1%	-1.9	60	-24%
CCC(=O)c1ccc(N2CCC(C)CC2)c(F)c1	-30%	1.1	-0.2%	-1.3%	i	-12%	-3.1%	-0.7	51	8%[20 µM]
O=C(NC(=S)NCCCN1CCOCC1)c1cccc2ccccc12	6%	1.1	0.2%	-1.3%	i	12%	3.5%	2.4	41	-34%
CN(C)c1ccc(C(=O)NN2C(=O)c3ccccc3C2=O)cc1	-20%	1.2	-0.3%	-2.0%	i	-7%	-2.6%	-1.2	41	-10%
Cc1ccc(C(=O)N/C(=C\c2cccs2)C(=O)NCc2cccnc2)cc1	24%	0.9	-0.2%	-1.1%	i	-4%	-0.3%	-0.1	37	-5%
COc1ccc([N+](=O)[O-])cc1N1C(=O)c2cccnc2C1=O	22%	/	0.3%	/	/	-7%	-4.2%	1.4	63	-21%[20 µM]
Oc1c(Br)cc(Br)cc1C=Nc1ccc2[nH]ncc2c1	8%	/	-1.5%	/	i	27%	3.4%	3.1	54	20%
COc1cc(OC)cc(C(=O)NCc2ccc(-n3cccc3)cc2)c1	-9%	1.2	1.1%	-0.7%	i	6%	-4.4%	0.9	73	-6%
CC(=O)C1=C(O)C(=O)N(CCCN2CCOCC2)C1c1ccccc1[N+](=O)[O-] (configuration not stated)	-7%	/	0.2%	/	i	-8%	-2.3%	1.8	58	-9%
COC(=O)c1c(=O)n(O)c2ccc(OC)cc2[n+]1[O-]	-24%	1	-1.0%	-1.1%	i	-13%	2.0%	0.5	30	-22%
CC(C)(C)c1ccc(S(=O)(=O)NC(Cc2ccccc2)C(=O)O)cc1 (configuration not stated)	9%	1.2	-0.2%	-1.0%	i	-14%	-1.8%	-1.9	57	55%

The list is partial, so the mix of outcomes need not match the whole.
